MPTP inh = permeability transition pore inhibition; isolated mouse mitochondria, Ca2+ swelling absorbance, 30 min; inhibition, % at 10 µM; 360,000 tested, 1.4% active;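 active means inhibition of 50% or more, scaled per plate between neutral and stimulator controls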;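 further: 0% = DMSO wells given calcium and 100% = 1 mM EGTA wells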
CCR6 antag = blocks CCL20-driven beta-arrestin recruitment at human CCR6; P51684; CHO-K1 CCR6 PathHunter beta-arrestin, luminescence, CCL20-stimulated; inhibition, % at 20 µM; 340,000 tested, 0.49% active; AID 493098;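 active means compounds whose inhibition of the agonist-driven luminescence signal at 20 µM reaches about 50%, limit read from the data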;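 further: cells stimulated with CCL20 at 14 nM final; plate controls were DMSO with CCL20 for no effect and DMSO without agonist for full effect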
Gli-Sufu block = blocks Gli-Sufu signaling in a luciferase reporter. Sufu-KO-LIGHT fibroblasts, Gli luciferase reporter luminescence. inhibition, % at 5 µM. 340,000 tested, 0.74% active. AID 588413;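 active means inhibition above about 55%, limit read from the data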;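 further: 0% = DMSO-treated cells and 100% = wells with medium but no cells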
CXCR6 inh = CXCR6 (human) receptor inhibition | 360,000 tested, 0.36% active | AID 602244 | CHO-K1 PathHunter CXCR6 beta-arrestin, luminescence | inhibition, % at 20 µM; in the data active means inhibition above about 34%, passing the limit was not always enough;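 further: antagonist mode with CXCL16 agonist at 10 nM final; 0% = 10 nM CXCL16 with DMSO and 100% = unstimulated wells without agonist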
Target sequence (O00574 whole entry, looked up): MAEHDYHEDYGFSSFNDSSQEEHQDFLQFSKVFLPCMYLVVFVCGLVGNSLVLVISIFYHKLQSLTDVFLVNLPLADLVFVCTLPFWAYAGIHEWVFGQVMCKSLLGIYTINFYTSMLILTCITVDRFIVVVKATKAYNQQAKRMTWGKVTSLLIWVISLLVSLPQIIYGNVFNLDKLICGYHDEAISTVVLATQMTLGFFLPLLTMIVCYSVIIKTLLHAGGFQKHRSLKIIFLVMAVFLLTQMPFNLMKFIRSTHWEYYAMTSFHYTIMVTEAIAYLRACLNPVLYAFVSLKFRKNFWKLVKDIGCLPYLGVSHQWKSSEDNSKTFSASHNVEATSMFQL
NR3A LBD binder = NR3A (human) ligand-binding domain modulation | Tm shift relative to glycine control, % at 25 µM | AID 1259313 | NR3A LBD differential scanning fluorimetry, Tm shift; 0% = protein alone, 100% = glycine-bound protein | 340,000 tested, 2.5% active;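 active means melting temperature shift of at least 10% of the positive control shift, at one fixed dose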
A3A deaminase = inhibitors of human APOBEC3A DNA deaminase; P31941; recombinant A3A, FAM/TAMRA ssDNA deamination fluorescence; inhibition, % at 20 µM; 330,000 tested, 0.41% active;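 active means at least 40% inhibition at 20 µM here, with at most 30% in a related deaminase screen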;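 further: plate controls were A3A with DMSO for no effect and wells lacking A3A enzyme for full effect; some results filed as inactive read as strong as hits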
A3G deaminase = inhibitors of human APOBEC3G DNA deaminase; Q9HC16; recombinant A3G, ssDNA deamination FAM/TAMRA fluorescence; inhibition, % at 20 µM; 330,000 tested, 0.28% active;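 active means inhibition of at least 40% at 20 µM, with no more than 30% in the related APOBEC3A deaminase screen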;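 further: plate controls were DMSO wells with A3G for no effect and wells lacking A3G enzyme for full effect; some compounds called inactive have numbers as strong as hits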
EBI2 block = antagonists of human EBI2 receptor; 360,000 tested, 0.81% active; EBI2 beta-arrestin recruitment, luminescence, 7a,25-OHC stimulated; AID 651636; inhibition, % at 5 µM; P32249; in the data active means inhibition above about 38%;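 further: enzyme fragment complementation signal reports receptor beta-arrestin coupling in cells; 0% = agonist plus DMSO wells and 100% = wells without agonist; some results beyond the cut were filed as inactive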
Numbers without * were called inactive.

No.	compound	MPTP inh	CCR6 antag	Gli-Sufu block	CXCR6 inh	NR3A LBD binder	A3A deaminase	A3G deaminase	EBI2 block
1	COc1ccc2cc(C(=O)N3CCCCCC3)sc(=O)c2c1OC	-2.8	-14.8	7.6	-5.9	0.5	-4.5	-8.4	3.8
2	c1ccc(CNc2c3c(nc4ncnn24)CCC3)cc1	0.3	9.9	42.1	-1.4	-1.6	4.7	0.8	-6.2
3	Nn1c(SCC(=O)Nc2ccc(F)c(F)c2)nnc1C1CCCCC1	-1.0	0.6	2.2	3.9	-1.1	2.7	-0.4	-3.2
4	Cc1ccc(N2CC(C(=O)OCC(=O)C(C)(C)C)CC2=O)cc1C (centres undefined)	-0.3	17.3	1.1	1.9	-2.7	0.4	-0.6	4.3
5	c1ccc2c(c1)nnn2Cc1nnc2sc(-c3ccc4c(c3)OCCO4)nn12	-0.1	2.2	-7.9	-6.2	-0.4	2.8	39.0	7.7
6	COCCN(C(=O)CNC(=O)c1ccco1)C(C(=O)NC1CCCC1)c1cccc(OC)c1 (centres undefined)	0.1	6.3	26.4	-2.8	-3.1	-1.7	-6.6	-3.6
7	Cc1ccnc(SCC(=O)N2CCc3ccccc32)n1	0.9	16.1	7.0	3.7	-1.7	-3.8	-4.9	-8.8
8	CCC1Sc2ccc(S(=O)(=O)CCC(=O)N3CCc4ccccc43)cc2NC1=O (centres undefined)	-1.3	1.4	-35.3	-2.5	-1.6	66.4*	-3.6	3.0
9	CSc1nnnn1CCn1nnnc1SC	-0.1	14.1	-15.7	-13.5	3.1	-0.4	-0.4	-11.7
10	COc1ccc(CNC(=O)CSc2ncnc3ccccc23)cc1OC	1.7	1.1	3.4	3.3	-1.9	16.0	2.6	-8.4

Some of these compounds in order of the CCR6 antag value, high to low.
# | smiles | MPTP inh | CCR6 antag | CXCR6 inh | NR3A LBD binder | A3A deaminase | A3G deaminase | EBI2 block
4 | Cc1ccc(N2CC(C(=O)OCC(=O)C(C)(C)C)CC2=O)cc1C (centres undefined) | -0.3 | 17.3 | 1.9 | -2.7 | 0.4 | -0.6 | 4.3
6 | COCCN(C(=O)CNC(=O)c1ccco1)C(C(=O)NC1CCCC1)c1cccc(OC)c1 (centres undefined) | 0.1 | 6.3 | -2.8 | -3.1 | -1.7 | -6.6 | -3.6
10 | COc1ccc(CNC(=O)CSc2ncnc3ccccc23)cc1OC | 1.7 | 1.1 | 3.3 | -1.9 | 16.0 | 2.6 | -8.4

(list continues)
No.	compound	MPTP inh	CCR6 antag	Gli-Sufu block	CXCR6 inh	NR3A LBD binder	A3A deaminase	A3G deaminase	EBI2 block
11	Cc1occc1C(=O)N/N=C/c1c(O)ccc2ccccc12	38.3	0.3	36.0	-11.9	32.1*	-3.3	-4.9	0.7
12	COc1ccc(OCc2cc(C(=O)N(C)C3CCOCC3)no2)c2ccccc12	-0.7	-25.4	-4.3	-0.3	2.3	-5.0	-6.8	5.3
13	COc1ccccc1N1CCN(CCc2n[nH]c(=S)n2-c2ccccc2)CC1	-0.9	-16.1	6.2	-14.9	-2.5	-1.5	8.6	-4.3
14	CCOCCCNC(=O)C(NC(=O)Cc1cccs1)c1ccccc1 (centres undefined)	-0.6	3.4	1.1	-3.8	1.7	-0.8	-14.7	0.5
15	O=C(CN1C(=O)NC2(CCCCC2)C1=O)Nc1ccc2c(c1)OCCCO2	0.8	4.7	-86.2	1.7	0.1	4.7	-4.8	-7.4
16	Cc1ccccc1C(=O)NC1CCCCCCC1	0.3	8.5	-52.0	-1.9	-2.3	0.4	-1.6	-13.4

6 compounds from above, reduced to A3G deaminase and MPTP inh.
nr	Structure	A3G deaminase	MPTP inh
11	Cc1occc1C(=O)N/N=C/c1c(O)ccc2ccccc12	-4.9	38.3
12	COc1ccc(OCc2cc(C(=O)N(C)C3CCOCC3)no2)c2ccccc12	-6.8	-0.7
13	COc1ccccc1N1CCN(CCc2n[nH]c(=S)n2-c2ccccc2)CC1	8.6	-0.9
14	CCOCCCNC(=O)C(NC(=O)Cc1cccs1)c1ccccc1 (centres undefined)	-14.7	-0.6
15	O=C(CN1C(=O)NC2(CCCCC2)C1=O)Nc1ccc2c(c1)OCCCO2	-4.8	0.8
16	Cc1ccccc1C(=O)NC1CCCCCCC1	-1.6	0.3

High-throughput results deposited in PubChem by Sanford-Burnham Center for Chemical Genomics.
